rTrxR1 inhibitor: rat TrxR1 inhibition; O89049; 1% of 390,000 active; Potency, µM (series often up to 114 µM), for inactives: at the top dose activity change, negative = inhibition, actives largely listed as inhibitors; recombinant rTrxR1, NADPH fluorescence consumption, selenite substrate; further: on the % scale 0 is the no-effect control and ±100 the full control effect; nearly all actives have a fitted effect of over 65% in size
Target sequence (O89049 whole entry, looked up): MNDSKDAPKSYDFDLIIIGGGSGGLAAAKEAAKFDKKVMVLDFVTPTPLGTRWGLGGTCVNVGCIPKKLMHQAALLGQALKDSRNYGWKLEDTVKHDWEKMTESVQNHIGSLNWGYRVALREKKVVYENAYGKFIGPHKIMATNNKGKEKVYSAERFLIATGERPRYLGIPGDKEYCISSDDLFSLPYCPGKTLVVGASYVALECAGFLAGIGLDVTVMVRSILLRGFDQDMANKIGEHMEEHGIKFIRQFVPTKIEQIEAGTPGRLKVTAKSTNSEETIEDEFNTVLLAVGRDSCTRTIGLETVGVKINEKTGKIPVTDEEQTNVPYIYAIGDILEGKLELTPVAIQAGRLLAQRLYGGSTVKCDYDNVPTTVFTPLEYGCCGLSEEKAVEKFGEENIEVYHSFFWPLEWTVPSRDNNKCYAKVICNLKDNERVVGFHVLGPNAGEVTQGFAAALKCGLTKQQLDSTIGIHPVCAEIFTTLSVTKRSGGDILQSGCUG
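Rat TrxR1 (90 nM in the dispensed reagent) was pre-reduced with 400 uM NADPH for 5 min at room temperature, then incubated with compound for 15 min. After 400 uM selenite was added, NADPH fluorescence (Ex 340/Em 450 nm) was followed for 8 min.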
RXFP1 ag: RXFP1 (human) receptor agonism; HEK293T-RXFP1 cAMP TR-FRET, 30 min; response scale: percent of porcine relaxin response, buffer zero; Potency, µM (series often up to 57.5 µM), for inactives: at the highest dose activation, hits mostly activators; 0.3% of 370,000 active; Q9HBX9; further: on the % scale 0 is the no-effect control and ±100 the full control effect; nearly all actives have a fitted effect of over 60% in size; many of its hits are not listed in these tables
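HEK293T cells stably expressing RXFP1 were pretreated with the PDE4 inhibitor Ro 20174, exposed to compounds for 30 min at 37C, lysed, and cAMP was read by TR-FRET. Data normalized to buffer (basal) and 29 nM porcine relaxin (100%).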
Vif-APOBEC3G blk: Vif-A3G binding inhibition | 0.076% of 410,000 active | AID 602310 | Q9HC16 | Potency, µM (highest dose often 46.1 µM), without a hit: at the top dose activity, negative = active, actives largely listed as inhibitors | HeLa A3G-eYFP + Vif (tagged APOBEC3G with the HIV-1 protein that degrades it), YFP fluorescence, overnight;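 further: on the % scale 0 is the no-effect control and ±100 the full control effect; nearly all actives have a fitted effect of over 60% in size; hits raise eYFP signal because A3G escapes Vif-driven loss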
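HeLa cells stably expressing Vif and C-terminally eYFP-tagged A3G, seeded overnight at 37 deg C, then exposed to compound by pintool overnight at 37 deg C. Rise in yellow fluorescence (Ex 488/Em 500-530, Acumen) marks blocked Vif-driven A3G degradation.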
USP1 inh: USP1/UAF1 (human) deubiquitinase inhibition; AID 743255; 0.23% of 390,000 active; Potency, µM (series often up to 57.1 µM), without a hit: at the highest dose activity change, negative = inhibition, actives largely listed as inhibitors; recombinant USP1/UAF1, Ub-Rhodamine cleavage fluorescence; further: on the % scale 0 is the no-effect control and ±100 the full control effect; nearly all actives have a fitted effect of over 60% in size; inactives centre near -12
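In this screen, compounds sit with the deubiquitinase complex (1nM) for 15 min at room temperature before Ub-Rho is added at 150nM final. Fluorescence rise is then followed for 6 reads every 60 seconds.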
Vif-A3F inh: blocks the Vif interaction with APOBEC3F; HeLa A3F-eYFP + Vif (tagged APOBEC3F with the HIV-1 protein that degrades it), YFP fluorescence increase; Potency, µM (doses to about 46.1 µM), inactives show at the highest dose activity, negative = active; 0.2% of 390,000 active; further: % of control where 0% means no effect; nearly all actives have a fitted effect of over 65% in size
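Fluorescence increase (Ex 488/Em 500-530) after overnight compound treatment at 37 deg C flags inhibition of Vif-driven A3F-eYFP loss in stable HeLa A3F-eYFP/Vif cells seeded overnight beforehand.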
TrxR1 substrate: is turned over as a substrate by rat TrxR1. O89049. purified TrxR1 substrate turnover, NADPH consumption readout. Potency, µM (titrated, usually from 114 µM), inactives show at the highest dose activity change, negative = substrate turnover. 0.01% of 390,000 active. AID 588456; further: on the % scale 0 is the no-effect control and ±100 the full control effect; nearly all actives have a fitted effect of over 50% in size
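Rat TrxR1, dispensed at 90 nM, was prereduced with 400 uM NADPH (final) for 5 min at ~22 deg C, then incubated with compound 15 min before 400 uM selenite. A first-read NADPH fluorescence drop versus no-compound background flagged substrates.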
IDH1 R132H inh: human IDH1 R132H inhibition; O75874; IDH1-R132H enzyme, NADPH consumption, diaphorase/resazurin fluorescence; Potency, µM (doses to about 76.6 µM), without a hit: at the top dose activity change, negative = inhibition, most hits filed as inhibitors; 0.093% of 390,000 active; AID 602179; further: on the % scale 0 is the no-effect control and ±100 the full control effect; nearly all actives have a fitted effect of over 65% in size
Target sequence (O75874 whole entry R132H, stated change not applied): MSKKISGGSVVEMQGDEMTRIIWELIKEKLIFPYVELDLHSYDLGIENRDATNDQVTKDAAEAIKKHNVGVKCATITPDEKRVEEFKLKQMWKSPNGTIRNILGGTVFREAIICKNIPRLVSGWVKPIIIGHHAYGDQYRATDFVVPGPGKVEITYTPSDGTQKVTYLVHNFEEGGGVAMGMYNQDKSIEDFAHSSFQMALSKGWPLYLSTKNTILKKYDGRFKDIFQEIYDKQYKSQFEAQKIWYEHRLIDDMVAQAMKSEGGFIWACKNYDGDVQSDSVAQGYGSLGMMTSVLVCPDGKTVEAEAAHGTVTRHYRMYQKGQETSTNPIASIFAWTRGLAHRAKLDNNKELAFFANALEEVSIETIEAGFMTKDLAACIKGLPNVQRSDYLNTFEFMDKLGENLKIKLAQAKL
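IDH1-R132H (0.5 ug/mL dispensed) in pH 7.5 Tris buffer was preincubated 30 min with compound, then given a substrate mix of 0.016 mM NADPH and 2 mM alpha-KG for 80 min at room temperature; remaining NADPH was read by diaphorase/resazurin fluorescence.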
ALOX12 inh: inhibitors of human 12S-lipoxygenase ALOX12; P18054; purified 12hLO, xylenol orange hydroperoxide absorbance; Potency, µM (top dose mostly 108 µM), inactives show at the top dose activity change, negative = inhibition, actives largely listed as inhibitors; 1.1% of 580,000 active; AID 1671190; further: on the % scale 0 is the no-effect control and ±100 the full control effect
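Purified human 12hLO at 150 nM in 25 mM Hepes, 0.01% Triton X-100, pH 7.0, preincubated 15 min at room temperature with compound. Reaction started with 40 uM arachidonic acid, 30 min at room temperature. Hydroperoxide measured by Fe-xylenol orange, 573/405 nm absorbance ratio.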
RGS4 inh: human RGS4 inhibition; Potency, µM (titrated, usually from 114 µM), without a hit: at the top dose activity change, negative = inhibition, usual class: inhibitors; P49798; Transcreener GDP fluorescence polarization, RGS4-accelerated GTP hydrolysis; 0.039% of 390,000 active; further: on the % scale 0 is the no-effect control and ±100 the full control effect; nearly all actives have a fitted effect of over 75% in size; some results filed as inactive show a strong effect at the top dose
Target sequence (P49798 whole entry, looked up): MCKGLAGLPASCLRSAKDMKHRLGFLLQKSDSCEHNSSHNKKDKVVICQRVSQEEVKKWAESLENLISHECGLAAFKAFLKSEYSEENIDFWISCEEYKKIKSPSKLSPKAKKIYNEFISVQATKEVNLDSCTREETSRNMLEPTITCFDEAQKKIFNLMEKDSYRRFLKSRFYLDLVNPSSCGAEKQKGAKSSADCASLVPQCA
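MLSMR compounds (23 nl, pin-transferred) preincubated 10 min at room temperature with a 500nM (2x) first reagent, then RGS4 at 900nM (2x) plus Transcreener GDP mix added; fluorescence polarization (620/688 nm) read before and after 90 min at 30 °C.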
* hit, by the source's call; i = inactive; ? = inconclusive; nt = no result given; & = joins results of further samples; [ ] = another dose, or the depositor's remark. The call rests on the fitted dose curve; in most records, active means well fitted curve in the direction sought with a large enough effect; inconclusive means small, poorly fitted or top-dose-only effect, or another doubt; inactive means no such curve, though single readings can be large; an effect the other way counts as inactive or inconclusive. Potency means the concentration at half of the fitted maximal effect.

cpd	SMILES	rTrxR1 inhibitor	RXFP1 ag	Vif-APOBEC3G blk	USP1 inh	Vif-A3F inh	TrxR1 substrate	IDH1 R132H inh	ALOX12 inh	RGS4 inh
1	CN(CC(=O)Nc1ccc(F)cc1)C(=O)CN1C(=O)NC(CCc2ccccc2)C1=O (configuration not stated)	nt	nt	2%	-6%	8%	nt	9%	4%	nt
2	Cc1ccccc1OCC(=O)Nc1ccc(S(=O)(=O)Nc2ccccn2)cc1	-7%	-0.2%	-5%	-15%	-26%	5%	-7%	5%	18%
3	Cc1ccc(Cl)cc1N1CCN(c2ncnc3c2nc2n3CCCCC2)CC1	23%	1.7%	0%	-19%	-28%	1%	6%	-16%	4%
4	COCCCn1cnc2c(c1=O)c1nc3ccccc3nc1n2-c1ccc(C)cc1	-6%	0.5%	-1%	6%	-15%	6%[57.1 µM]	-1%	107%[activator]	12%
5	COc1ccccc1CNCc1cc(OC)c(OC)c(OC)c1	3%[57.1 µM]	0.1%	1%	-13%	-2%	-1%[57.1 µM]	-3%	-44%	-18%
6	CCOc1ccccc1CN1CCc2nc(N3CCN(c4ccccc4F)CC3)ncc2C1	7%[57.1 µM]	5.9%	4%	-12%	-10%	-5%[57.1 µM]	-9%	?	-16%
7	COc1cc(NC(=O)c2cccc(C)c2)c(Cl)cc1[N+](=O)[O-]	9%[57.1 µM]	4.5%	-1%	-13%	-6%	6%[57.1 µM]	4%	?	-15%
8	COCCNC(=O)C1CCN(c2nc3ccccc3nc2C(F)(F)F)CC1	0%[57.1 µM]	11%	4%	-18%	8%	-4%[57.1 µM]	14%	-2%	-1%
9	CN(CC(=O)Nc1ccccc1C(F)(F)F)C(=O)C1CC1	-4%	-0.7%	0%	-2%	1%	-9%	-14%	28%	4%
10	N/C(=N\OC(=O)CCCc1ccccc1)c1ccccc1	24%	-1.4%	-7%	-22%	-1%	5%	-5%	479%[activator]	-2%
11	O=C(NCCCN1CCCCC1)c1ccc(CS(=O)c2ccc(Cl)cc2)o1 (configuration not stated)	5%	-0.8%	-4%	-11%	-3%	2%	-1%	-6%	8%[11.4 µM]
12	NC(=S)Cc1nc(-c2ccc(Cl)cc2)cs1	-24%	1.9%	-20%	-31%	8%	-1%	0%	35µM*	?
13	Cc1c(C(c2cccc(O)c2)c2c(C)n(C)n(-c3ccccc3)c2=O)c(=O)n(-c2ccccc2)n1C	-10%	4.2%	1%	-17%	0%	-10%	0%	?	7%
14	COc1ccccc1C1CCN(Cc2ccc(C)cc2)CC1	3%[57.1 µM]	0.3%	0%	-19%	10%	12%[57.1 µM]	17%	13%	-24%
15	C=CC(C)(C)c1cc2cc3ccoc3cc2oc1=O	-27%	0.5%	-3%	2%	6%	-7%	-7%	-3%	21%
16	CC1Sc2ccc(S(=O)(=O)CCC(=O)N3CCN(c4ccccc4)CC3)cc2NC1=O (configuration not stated)	24%	0.3%	-6%	-23%	1%	8%	-2%	-2%	3%
17	Cc1cccc(NC(=O)CSc2nnc(CSc3nc(C)cc(C)n3)n2Cc2ccco2)c1	-8%[57.1 µM]	0.8%	2%	-6%	10%	2%[57.1 µM]	-4%	0%	-12%
18	S=C(NCCN1CCOCC1)N/N=C/c1c2ccccc2cc2ccccc12	2%	-1.2%	1%	?	?	-3%	9%	?	-7%
19	Cc1cccc(Cn2c(=O)n(-c3ccc(Cl)c(Cl)c3)c(=O)c3c(C)c(C)sc32)c1	20%	3.3%	nt	-3%	nt	0%	nt	-18%	-11%
20	Cc1ccc(NS(=O)(=O)c2ccc(C(=O)NCc3ccccn3)cc2)cc1	26%	4.5%	-2%	-20%	0%	4%	-4%	0%	-15%
21	c1ccc(Oc2cccc(OCCn3cncn3)c2)cc1	-2%	-0.8%	4%	-14%	-5%	-4%	7%	-20%	-50%
22	CCCCNC(=O)CSc1nc2ccccc2n1S(=O)(=O)c1ccc(Br)cc1	-10%	-1.8%	0%	-12%	5%	-12%	5%	-3%	4%
23	O=C(c1c[nH]c(=O)n(-c2ccccc2)c1=O)N1CCc2ccccc21	8%	0.1%	1%	-8%	-10%	-1%	9%	-23%	22%[56.9 µM]
24	COc1ccc(S(=O)(=O)N2CCCOC2CNC(=O)C(=O)NCc2ccccn2)cc1 (configuration not stated)	4%	1.0%	-4%	-4%	-19%	4%	7%	-2%	-1%
25	CCOC(=O)c1c(C)n(C)c2ccc(O)c(CN(C)C)c12	-4%	0.5%	7%	-2%	2%	6%	2%	0%	-21%
26	COC(=O)c1cc(=O)n(Cc2ccc(F)cc2)c(=NCc2ccc(F)cc2)s1	12%	1.5%	-3%	-14%	-2%	4%	0%	13%	5%
27	Cc1cc(C)nc(NC(=O)Nc2ccc(F)cc2F)n1	31%	0.1%	-11%	-24%	8%	6%	-7%	i	6%
28	COc1ccc(C)cc1NC(=O)CSc1nnc(-c2ccco2)n1Cc1ccco1	-12%	0.3%	-3%	-1%	-4%	0%	4%	?	-18%
29	CN(c1ccc(F)cc1)S(=O)(=O)N1CCCC(C(=O)NCCc2ccccc2)C1 (configuration not stated)	11%	-0.6%	6%	-10%	8%	-6%	-3%	-11%	-3%
30	CCN(CC)C(=O)Cn1cc(S(=O)(=O)CC(=O)Nc2cc(OC)ccc2OC)c2ccccc21	-10%	4.1%	0%	-8%	-5%	-8%	0%	?	-9%

An excerpt of these results, screen by screen.
25. CCOC(=O)c1c(C)n(C)c2ccc(O)c(CN(C)C)c12
20. Cc1ccc(NS(=O)(=O)c2ccc(C(=O)NCc3ccccn3)cc2)cc1
Compound,25,20
rTrxR1 inhibitor,-4%,26%
RXFP1 ag,0.5%,4.5%
Vif-APOBEC3G blk,7%,-2%
USP1 inh,-2%,-20%
Vif-A3F inh,2%,0%
TrxR1 substrate,6%,4%
IDH1 R132H inh,2%,-4%
ALOX12 inh,0%,0%
RGS4 inh,-21%,-15%

Next records follow.
cpd	SMILES	rTrxR1 inhibitor	RXFP1 ag	Vif-APOBEC3G blk	USP1 inh	Vif-A3F inh	TrxR1 substrate	IDH1 R132H inh	ALOX12 inh	RGS4 inh
31	COc1ccc(S(=O)(=O)N2CCN(c3cnccn3)CC2)cc1OC	33%[activator]	nt	3%	-8%	-6%	19%	-3%	-17%	5%
32	O=C(Nc1ccc(N2C(=O)C3C4C=CC(C4)C3C2=O)cc1)Nc1cccnc1 (configuration not stated)	19%	0.9%	-10%	-15%	7%	8%	10%	0%	3%
33	O=C(COc1cccc(Br)c1)N/N=C/C(=O)c1ccccc1	-12%	-0.4%	-1%	-15%	3%	-10%	6%	-4%	-8%
34	CN(C)CCCN1C(=O)CSC1c1ccccc1 (configuration not stated)	8%	-0.4%	-1%	-21%	-7%	4%	15%	?	-7%
35	COc1cc(C(=O)N2CCN(c3ccc(Nc4ccc(C)cc4)nn3)CC2)cc(OC)c1OC	17%[57.1 µM]	1.3%	-8%	-12%	-11%	5%[57.1 µM]	5%	-10%	-11%
36	CCNc1c(NC(=O)c2cc(OCC)c(OCC)c(OCC)c2)c(=O)oc2ccccc12	6%	-5.2%	0%	0%	5%	-3%	-6%	1%&-24%	10%
37	COc1ccc(OC)c(CNC(=O)CCn2nc(C)c3c(C)n(-c4ccccc4)nc3c2=O)c1	11%[57.1 µM]	0.2%	2%	-1%	-3%	4%[57.1 µM]	-6%	7%	10%[56.9 µM]
38	O=C(COc1ccccc1Br)c1ccc(O)cc1O	1%	1.3%	-1%	-21%	0%	-7%	-5%	-59%	7%
39	CCOC(=O)C1(CCOC)CCN(Cc2nc(C(C)C)cs2)CC1	8%	1.8%	4%	-10%	5%	-1%	1%	-2%	-9%
40	CCC(CC)N=C1NS(=O)(=O)c2cc([N+](=O)[O-])ccc21	9%[57.1 µM]	0.7%	1%	-23%	2%	3%[57.1 µM]	5%	-19%	3%
41	CC(C)(C)OC(=O)N1CCN(C(=O)c2ncn(Cc3ccccc3)c2C(=O)N2CCN(C(=O)OC(C)(C)C)CC2)CC1	11%[57.1 µM]	-0.3%	0%	-26%	4%	8%[57.1 µM]	6%	10%	-9%
42	C=C1C[C@H](O[C@@H]2O[C@H](CO)[C@@H](O)[C@H](O)[C@H]2O)[C@@H]2[C@H](OC(=O)[C@H]2C)[C@H]2[C@H](C)[C@@H](O)C[C@@H]12	16%	nt	0%	-24%	0%	6%	6%	0%	-5%
43	CC(=O)c1cnc2nc(SCc3cccc(C)c3)nn2c1C	-4%	4.3%	1%	-18%	6%	0%	11%	10%	11%
44	CCOC(=O)C1=C(COC(=O)/C=C/c2cccc(Br)c2)NC(=O)NC1C (configuration not stated)	12%	0.3%	0%	-21%	-1%	0%	-3%	?	9%
45	CCc1ccc(Nc2nnc(SC(C)C(=O)NC3CC3)s2)cc1 (configuration not stated)	10%	nt	-2%	-5%	-3%	-3%	6%	?	-1%
46	Cc1cccc(NC(=O)N2CCC(C(=O)c3ccc(F)cc3)CC2)c1	15%[0.457 µM]	-0.1%	-5%	0%	22%	5%	8%	-10%	-12%
47	COc1ccccc1/C=C(/CC(=O)NCc1ccccc1)c1nc2ccccc2s1	-15%	0.2%	-2%	-22%	-15%	-8%	-2%	-2%	-11%
48	c1ccc(C(c2ccccc2)N2CCN(Cc3nnnn3C3CCCCC3)CC2)cc1	-4%	1.5%	0%	-10%	0%	-4%	-6%	-2%	10%
49	CCCOc1ccc(C(CC(=O)O)NC(=O)Cc2ccccc2)cc1 (configuration not stated)	-13%	0.0%	-1%	-31%	-1%	-8%	8%	-5%	-3%

High-throughput results from PubChem.

Some of the compounds tested. The share of hits here may be higher or lower than overall.
